Screening data as filed in PubChem BioAssay.
USP1 inh – USP1/UAF1 (human) deubiquitinase inhibition; O94782; recombinant USP1/UAF1, Ub-Rhodamine cleavage fluorescence; Potency, µM (series often up to 57.1 µM), for inactives: at the highest dose activity change, negative = inhibition, actives largely listed as inhibitors; 390,000 tested, 0.23% active; note: potency is the fitted concentration of half-maximal effect; % is set by controls: 0 for no effect and ±100 for the full control effect; nearly all actives have a fitted effect of over 60% in size; inactives centre near -12
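1 nM enzyme complex + cpd, 15 min RT; start with Ub-Rho 150nM final; kinetic fluorescence ex 480/em 540, 6 reads q60 s. Buffer 50mM HEPES pH 7.8, 0.5mM EDTA, 0.1 mg/ml BSA, 1mM TCEP, 0.01% Tween-20.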
GRP78 ERSR act – ER stress response induction in glioma. U87-MG GRP78 promoter luciferase reporter, 16 h. Potency, µM, without a hit: at the top dose activation, hits mostly activators. 420,000 tested, 0.02% active; note: potency is the fitted concentration of half-maximal effect; series mostly up to about 76 µM; % of control where 0% means no effect; nearly all actives have a fitted effect of over 35% in size
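Stably transfected U87-MG glioma cells carrying a GRP78-based luciferase sensor; 16 h compound incubation. Luminescence end-point read 10 min after Bright-Glo addition at room temperature.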
Vif-APOBEC3F blk – blocks the Vif interaction with APOBEC3F. Potency, µM (highest dose often 46.1 µM), for the others: at the top dose activity, negative = active. AID 602313. 390,000 tested, 0.2% active. HeLa A3F-eYFP + Vif (tagged APOBEC3F with the HIV-1 protein that degrades it), YFP fluorescence increase; note: potency is the fitted concentration of half-maximal effect; % of control where 0% means no effect; nearly all actives have a fitted effect of over 65% in size
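HeLa cells stably expressing Vif plus C-terminally eYFP-tagged A3F were seeded, incubated overnight at 37 deg C, dosed with compound, incubated overnight again at 37 deg C. Yellow fluorescence (Ex 488/Em 500-530) reported blocked Vif-mediated A3F-eYFP degradation.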
RGS4 inhibitor – human RGS4 inhibition; AID 504845; Transcreener GDP fluorescence polarization, RGS4-accelerated GTP hydrolysis; P49798; Potency, µM (titrated, usually from 114 µM), for inactives: at the top dose activity change, negative = inhibition, usual class: inhibitors; 390,000 tested, 0.039% active; note: potency is the fitted concentration of half-maximal effect; % is set by controls: 0 for no effect and ±100 for the full control effect; nearly all actives have a fitted effect of over 75% in size; some results filed as inactive show a strong effect at the top dose
Target sequence (P49798 whole entry, looked up): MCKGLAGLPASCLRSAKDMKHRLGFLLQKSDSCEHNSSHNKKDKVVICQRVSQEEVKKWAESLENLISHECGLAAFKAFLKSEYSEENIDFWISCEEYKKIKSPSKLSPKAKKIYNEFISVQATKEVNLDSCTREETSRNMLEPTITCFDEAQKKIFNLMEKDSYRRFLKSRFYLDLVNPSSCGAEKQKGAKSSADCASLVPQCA
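MLSMR compounds (23 nl, pin-transferred) preincubated 10 min at room temperature with a 500nM (2x) first reagent, then RGS4 at 900nM (2x) plus Transcreener GDP mix added; fluorescence polarization (620/688 nm) read before and after 90 min at 30 °C.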
TrxR1 substrate – is turned over as a substrate by rat TrxR1; 390,000 tested, 0.01% active; purified TrxR1 substrate turnover, NADPH consumption readout; Potency, µM (top dose mostly 114 µM), without a hit: at the highest dose activity change, negative = substrate turnover; O89049; note: potency is the fitted concentration of half-maximal effect; % is set by controls: 0 for no effect and ±100 for the full control effect; nearly all actives have a fitted effect of over 50% in size
Target sequence (O89049 whole entry, looked up): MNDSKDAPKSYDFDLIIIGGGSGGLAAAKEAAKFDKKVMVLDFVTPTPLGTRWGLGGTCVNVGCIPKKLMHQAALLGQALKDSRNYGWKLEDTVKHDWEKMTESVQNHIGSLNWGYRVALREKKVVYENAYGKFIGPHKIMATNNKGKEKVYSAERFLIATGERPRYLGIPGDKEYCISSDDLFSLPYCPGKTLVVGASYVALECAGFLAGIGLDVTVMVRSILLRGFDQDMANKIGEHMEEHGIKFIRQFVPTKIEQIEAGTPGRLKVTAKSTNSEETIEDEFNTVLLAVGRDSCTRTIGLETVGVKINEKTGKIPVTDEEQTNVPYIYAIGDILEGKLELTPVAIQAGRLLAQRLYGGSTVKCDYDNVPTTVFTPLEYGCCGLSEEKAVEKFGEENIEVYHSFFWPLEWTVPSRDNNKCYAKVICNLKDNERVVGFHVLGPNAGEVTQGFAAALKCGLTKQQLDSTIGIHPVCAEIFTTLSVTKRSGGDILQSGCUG
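Rat TrxR1, dispensed at 90 nM, was prereduced with 400 uM NADPH (final) for 5 min at ~22 deg C, then incubated with compound 15 min before 400 uM selenite. A first-read NADPH fluorescence drop versus no-compound background flagged substrates.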
TrxR1 inh – inhibitors of rat thioredoxin reductase 1. recombinant rTrxR1, NADPH fluorescence consumption, selenite substrate. Potency, µM (highest dose often 114 µM), for the others: at the highest dose activity change, negative = inhibition, actives largely listed as inhibitors. AID 588453. O89049. 390,000 tested, 1% active; note: potency is the fitted concentration of half-maximal effect; % is set by controls: 0 for no effect and ±100 for the full control effect; nearly all actives have a fitted effect of over 65% in size
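Rat TrxR1 (90 nM in the dispensed reagent) was pre-reduced with 400 uM NADPH for 5 min at room temperature, then incubated with compound for 15 min. After 400 uM selenite was added, NADPH fluorescence (Ex 340/Em 450 nm) was followed for 8 min.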
LDHA inh – LDHA (human) enzyme inhibition; P00338; purified LDHA, NADH/diaphorase-resazurin fluorescence; stronger effect = lower value; activity change, % (values are at about 110 or 230 µM); 480,000 tested, 0.15% active; in the data active = activity change below about -30%; inconclusive = mostly about -25% to -30%;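 note: plate controls were DMSO wells for no effect and wells without enzyme for full effect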
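Human LDH5 at 2 nM final in Tris HCl pH 7.4 with 0.06 mM NADH and 0.2 mM pyruvate, reacted 5 minutes at room temperature. Remaining NADH coupled via diaphorase/resazurin; resorufin fluorescence read at 0 and 20 minutes, normalized to enzyme-free and DMSO wells.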
IDH1 R132H inh – inhibitors of human mutant IDH1 R132H; O75874; 390,000 tested, 0.093% active; Potency, µM (titrated, usually from 76.6 µM), inactives show at the top dose activity change, negative = inhibition, hits mostly inhibitors; IDH1-R132H enzyme, NADPH consumption, diaphorase/resazurin fluorescence; note: potency is the fitted concentration of half-maximal effect; % is set by controls: 0 for no effect and ±100 for the full control effect; nearly all actives have a fitted effect of over 65% in size
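IDH1-R132H (0.5 ug/mL) preincubated 30 min with compound, then NADPH (0.016 mM) and alpha-KG (2 mM) added; 80 min at RT, pH 7.5. Remaining NADPH coupled via diaphorase/resazurin to fluorescence (540/590 nm); concentration-response curves normalized to no-enzyme control.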
Vif-A3G inh – Vif-A3G binding inhibition; Q9HC16; HeLa A3G-eYFP + Vif (tagged APOBEC3G with the HIV-1 protein that degrades it), YFP fluorescence, overnight; Potency, µM (titrated, usually from 46.1 µM), inactives show at the highest dose activity, negative = active, actives largely listed as inhibitors; 410,000 tested, 0.076% active; AID 602310;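 note: potency is the fitted concentration of half-maximal effect; % is set by controls: 0 for no effect and ±100 for the full control effect; nearly all actives have a fitted effect of over 60% in size; hits raise eYFP signal because A3G escapes Vif-driven loss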
Target sequence (Q9HC16 whole entry, looked up): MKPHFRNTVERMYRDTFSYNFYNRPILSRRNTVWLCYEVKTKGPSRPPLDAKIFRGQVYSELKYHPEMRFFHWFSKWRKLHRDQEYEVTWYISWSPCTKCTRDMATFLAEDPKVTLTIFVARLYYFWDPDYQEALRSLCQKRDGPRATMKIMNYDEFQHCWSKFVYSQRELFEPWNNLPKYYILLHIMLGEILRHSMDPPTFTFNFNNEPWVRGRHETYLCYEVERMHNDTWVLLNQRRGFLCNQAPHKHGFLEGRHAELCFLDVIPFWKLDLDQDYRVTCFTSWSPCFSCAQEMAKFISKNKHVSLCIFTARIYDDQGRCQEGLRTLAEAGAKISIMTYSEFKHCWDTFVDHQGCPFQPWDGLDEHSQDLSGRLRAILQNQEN
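Read-out is eYFP fluorescence (Ex 488/Em 500-530) from Vif-expressing HeLa A3G-eYFP cells; more signal means A3G escaped Vif-mediated degradation. Cells plated overnight, compound pinned in, incubated overnight at 37 deg C.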
* = called active by the depositor; ? = inconclusive; / = not tested or not shown; & = joins results of further samples; [ ] = remark or other dose. Unless noted, calls come from the whole dose curve; as a rule, active = well fitted curve in the direction sought with a large enough effect; inconclusive = small, poorly fitted or top-dose-only effect, or another doubt; inactive = no such curve, though single readings can be large; an effect the other way counts as inactive or inconclusive.

Value order: USP1 inh, GRP78 ERSR act, Vif-APOBEC3F blk, RGS4 inhibitor, TrxR1 substrate, TrxR1 inh, LDHA inh, IDH1 R132H inh, Vif-A3G inh
> COc1ccc(-n2c(O)c(C(C)=Nc3ccc4c(c3)CCC4)c(=O)[nH]c2=O)cc1
    -22%, 2%, 0%, -14%, -3%, 0%, -4, 1%, 2%
> C=CC[C@@H](CC/C=C/C=C/CC/C=C\[C@@H]1CSC([C@@H]2C[C@@H]2C)=N1)OC
    ?, 2%, -2%, ?, 0%, 50µM*, 4, -8%, ?
> Cc1ccc(-c2ccc(=O)n(CCC(=O)N3CCC4(CC3)OCCO4)n2)cc1
    -1%, 4%, 1%, 10%, 5%, 11%, -2, -5%, 4%
> Cc1cc([N+](=O)[O-])c(Cl)cc1NC(=O)C(C)C
    -17%, -3%, 1%, -26%, -10%, -10%, -5, 2%, -1%
> CCCCC(=O)N/N=C/c1c(O)n(CCc2ccccc2)c(=O)[nH]c1=O
    -1%, 0%, 0%, 21%, -8%, 15%[57.1 µM], 7, -6%, 2%
> COc1ccc(CC(=O)NC(=S)NNC(=O)COc2c(C)cccc2C)cc1
    -4%, -1%, -17%, -52%, -15%, ?, -6, -1%, 0%
> CC1CCCCN1C(=O)c1ccc(N2CC3CC(C2)c2cccc(=O)n2C3)c([N+](=O)[O-])c1 (stereo unspecified)
    -7%, -4%, 1%, 15%, -8%, 3%, -16, 2%, 1%
> Cc1ccc(NC2=NCCCS2)c(C)c1C
    -15%, -7%, 7%, 2%, 2%[57.1 µM], -4%[57.1 µM], -4, 4%, -1%
> Clc1ccc(CSC(Cn2ccnc2)c2ccc(Cl)cc2Cl)cc1 (stereo unspecified)
    -15%, 0%&-13%, -6%, 8%, -3%, 25%, -3, ?, -4%
> CC12CNCC(C)(CNC1)C2O (stereo unspecified)
    -7%, -2%, -6%, -15%, 10%, 15%, -8, 1%, 0%

Entries of single compounds from above. Order of values: USP1 inh, GRP78 ERSR act, Vif-APOBEC3F blk, RGS4 inhibitor, TrxR1 substrate, TrxR1 inh, LDHA inh, IDH1 R132H inh, Vif-A3G inh
COc1ccc(CC(=O)NC(=S)NNC(=O)COc2c(C)cccc2C)cc1 is listed with -4%, -1%, -17%, -52%, -15%, ?, -6, -1%, 0%
Cc1cc([N+](=O)[O-])c(Cl)cc1NC(=O)C(C)C is listed with -17%, -3%, 1%, -26%, -10%, -10%, -5, 2%, -1%
C=CC[C@@H](CC/C=C/C=C/CC/C=C\[C@@H]1CSC([C@@H]2C[C@@H]2C)=N1)OC is listed with ?, 2%, -2%, ?, 0%, 50µM*, 4, -8%, ?
CC12CNCC(C)(CNC1)C2O (stereo unspecified) is listed with -7%, -2%, -6%, -15%, 10%, 15%, -8, 1%, 0%
COc1ccc(-n2c(O)c(C(C)=Nc3ccc4c(c3)CCC4)c(=O)[nH]c2=O)cc1 is listed with -22%, 2%, 0%, -14%, -3%, 0%, -4, 1%, 2%

Later entries.
Value order: USP1 inh, GRP78 ERSR act, Vif-APOBEC3F blk, RGS4 inhibitor, TrxR1 substrate, TrxR1 inh, LDHA inh, IDH1 R132H inh, Vif-A3G inh
> COc1ccccc1/C=C1\C(=O)NC(=S)N(c2ccccc2)C1=O
    -24%, 3%, -6%, ?, 7%, ?, -24, -9%, 0%
> O=C(c1cccc(N2CCCC2=O)c1)N1CCC2(CC1)OCCO2
    -7%, -6%, 1%, -4%, -3%[57.1 µM], 2%[57.1 µM], -2, -1%, -2%
> Cc1ccc(C2=CCNCC2)cc1
    -8%, 1%, -22%, -34%, 10%, 17%[57.1 µM], -7, 27%, -5%
> CC(N)C(=O)c1ccco1 (stereo unspecified)
    -16%, 0%, -10%, 7%, 9%[57.1 µM], 14%[57.1 µM], -5, 3%, -10%
> Nc1c(C(=O)NCc2ccco2)c2nc3ccccc3nc2n1Cc1ccc(F)cc1
    -7%, -4%, -8%, -3%[11.4 µM], 40%[activator][57.1 µM], -62%, 10, -7%, -17%
> CCN1/C(=C/C=C/C2=[N+](CC)c3ccccc3C2(C)C)C(C)(C)c2ccccc21
    25µM*, -13%, -1%, /, /, /, -13, /, 2%
> COC(=O)C1=C(c2ccc(-c3ccccc3)c(F)c2)C[C@@H]2CC[C@H]1N2C(=O)NC1Cc2ccccc2C1
    -17%, -1%, 6%, 37%, 1%, 12%, -2, 0%, 5%
> COc1cc(O)cc2c1cc([N+](=O)[O-])c1c(C(=O)O)cc3c(c12)OCO3
    -20%, -1%, -1%, 8%, -3%, -29%, 19, 24%, -1%
> COC(=O)C1=CO[C@H](C)[C@H]2CN3CC[C@@]4(C(=O)Nc5ccccc54)[C@@H]3C[C@H]12
    ?, -3%, -4%, 7%, 4%, 10%, -3, 5%, 0%
> Cc1cc(OCc2cc(C(=O)O)oc2C)c2c3c(c(=O)oc2c1)CCCC3
    -9%, -1%, 1%, -21%, 199%[activator], 9%, 8, -6%, -1%

Three structures out of the list, ordered by SMILES length, rising:
Value order: USP1 inh, GRP78 ERSR act, Vif-APOBEC3F blk, RGS4 inhibitor, TrxR1 substrate, TrxR1 inh, LDHA inh, IDH1 R132H inh, Vif-A3G inh
> COc1ccccc1/C=C1\C(=O)NC(=S)N(c2ccccc2)C1=O
    -24%, 3%, -6%, ?, 7%, ?, -24, -9%, 0%
> COc1cc(O)cc2c1cc([N+](=O)[O-])c1c(C(=O)O)cc3c(c12)OCO3
    -20%, -1%, -1%, 8%, -3%, -29%, 19, 24%, -1%
> COC(=O)C1=C(c2ccc(-c3ccccc3)c(F)c2)C[C@@H]2CC[C@H]1N2C(=O)NC1Cc2ccccc2C1
    -17%, -1%, 6%, 37%, 1%, 12%, -2, 0%, 5%

Next entries:
Value order: USP1 inh, GRP78 ERSR act, Vif-APOBEC3F blk, RGS4 inhibitor, TrxR1 substrate, TrxR1 inh, LDHA inh, IDH1 R132H inh, Vif-A3G inh
> COc1ccc(CN(C)S(=O)(=O)c2nnc(NC(=O)c3ccccc3Br)s2)cc1
    -22%, -2%, 15%, -15%, 4%, 7%, -2, 23%, 1%
> Cc1ccc(-n2c(O)c(C=Nc3ccc(Br)cn3)c(=O)[nH]c2=O)cc1
    -3%, -3%, -2%, 2%, 2%[57.1 µM], 4%[57.1 µM], -3, 3%, 1%
> CC(=O)c1cccc(NC(=O)c2noc3c2CSc2ccccc2-3)c1
    -2%, 4%, -8%, 6%, 6%, ?, -6, -16%, -7%
> O=C(Nc1ccc(C(F)(F)F)cc1)c1cccn(Cc2ccc3c(c2)OC(F)(F)O3)c1=O
    -4%, -5%, 1%, 17%, -8%, 25%, -11, 12%, 0%
> O=c1c2ccccc2nc(/C=C/c2ccc(O)c(O)c2)n1-c1ccccc1
    -20%, -6%, ?, -16%, -3%, 21%, 7, -7%, ?
> O=C(Cn1c(=O)n(CC2CS2)c2ccccc21)N1CCCCCC1 (stereo unspecified)
    -5%, -3%, 7%, -42%, 3%[57.1 µM], 9%[57.1 µM], 2, 1%, 5%
> CC12CN3CC(C)(CN(C1)C3c1cccs1)C2 (stereo unspecified)
    -9%, -1%, 1%, -12%, 8%[57.1 µM], 15%, -1, 7%, 1%
> COc1ccc([C@H]2CC(=O)C=C(c3ccc4c5c(cccc35)CC4)C2)cc1
    ?, -1%, -2%, -15%, -5%, -4%, 3, 9%, -7%
> COCCCNC(=O)CC1C[C@H](C(=O)N2CCCCC2)[C@@]2(CCc3ccccc3)c3[nH]c4ccccc4c3CCN2C1=O (stereo partly specified)
    -9%, 5%, 7%, 3%, -10%, ?, 0, -4%, 1%
> Cc1cc(NC(=O)COC(=O)c2c(C)nn(Cc3ccccc3)c2C)no1
    -4%, -3%, /, -13%, 2%, -3%, -3, -1%, -1%
> CN1CCN(/N=C/c2c(O)n(CCC3=CCCCC3)c(=S)[nH]c2=O)CC1
    -6%, -5%, -4%, -7%, -10%, 12%[57.1 µM], 4, 6%, -8%
> O=c1[nH]c(=O)n(C2CCCCCC2)c(O)c1C=NC1CCN(Cc2ccccc2)CC1
    -1%, -6%, -8%, -12%, -15%, -27%, -4, -3%, -1%
> O=C(Nc1cccc2ccccc12)N1CCC2(CC1)OCCO2
    -15%, 1%, -8%, -25%, 8%, 9%, 8, 2%, 0%
> Cn1c(O)c(C(=N)COc2ccccc2)c(=O)n(C)c1=O
    -14%, -1%, -5%, 16%, 3%, 10%, -2, 8%, -1%
> Cc1ccc(N2C(=O)NC(=O)/C(=C\c3cc(C)n(-c4ccc(C(=O)O)cc4)c3C)C2=O)cc1
    -8%, -1%, 0%, -22%[56.9 µM], -7%, ?, 4, 10%, -3%
> CC(C)(C)c1ccc(C(=O)Nc2ccc(Cl)cc2C(=O)c2ccccc2)cc1
    0%, -1%, 1%, 7%, 1%, 7%, -10, -1%, -5%
> C[C@]12CCC3C(CC[C@H]4C[C@H](O)CC[C@]34C)C1[C@@H](O)[C@@H](O)[C@@H]2O (stereo partly specified)
    -20%, -3%, 2%, 2%, 1%, 9%[57.1 µM], -4, 0%, 3%

The list is partial; count on the stated rates, not on these rows.
